# Assay outcomes deposited in PubChem BioAssay by several laboratories.
# hiPSC survival: hiPSC single-cell survival enhancement | survival enhancement, % at 20 µM | 360,000 compounds, 0.044% hits | ATPlite luminescence; 100% = ROCK inhibitor wells, 0% = DMSO; in the data active = survival enhancement above about 18%;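 also: cells exposed to compounds for 16 hours before the ATP read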
# aDG glyco act: increases alpha dystroglycan glycosylation; AID 624168; 360,000 compounds, 0.22% hits; Pro5-aDG cells, alpha-DG glycosylation AlphaScreen (IIH6); 0% Pro5, 100% B10-LARGE cell signal; activation, % at 10 µM;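 active = activation of at least 8% versus controls, or a plate z-score of at least 8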;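 also: Pro5 are CHO cells carrying HIG-tagged alpha-DG that lacks glycosylation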
# NR2E3 ag-1: agonists of human nuclear receptor NR2E3 | inhibition of corepressor binding, % at 4.78 µM | GST-NR2E3/biotin-RetCOR TR-FRET, 1536-well | Q9Y5X4 | 320,000 compounds, 0.12% hits | AID 2300;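 active = percent inhibition above the cutoff of mean plus 3 SD of all tested compounds, set per screening campaign, cut at about 20% in these data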;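 also: 0% = DMSO wells and 100% = biotin wells as full block of FRET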
# Target sequence (Q9Y5X4 whole entry, looked up): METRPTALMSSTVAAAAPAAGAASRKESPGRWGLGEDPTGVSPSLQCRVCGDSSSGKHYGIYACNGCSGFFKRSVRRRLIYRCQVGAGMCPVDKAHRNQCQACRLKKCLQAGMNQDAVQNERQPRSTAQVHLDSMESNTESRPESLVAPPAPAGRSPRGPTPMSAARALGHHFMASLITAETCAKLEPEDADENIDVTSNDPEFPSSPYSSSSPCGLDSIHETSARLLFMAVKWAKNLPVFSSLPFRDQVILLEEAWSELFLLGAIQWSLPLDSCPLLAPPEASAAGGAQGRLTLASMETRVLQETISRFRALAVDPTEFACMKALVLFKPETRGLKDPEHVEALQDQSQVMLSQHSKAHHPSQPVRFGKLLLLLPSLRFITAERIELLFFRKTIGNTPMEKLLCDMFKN
#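 Material: NR2E3–RetCOR corepressor complex / Amount: 1.35 nM GST-NR2E3 / Medium: Tris pH 7.5 / Compound: single nominal compound dose of 4.8 µM / Incubation: 5 h at 4 °C / Technique: TR-FRET, Eu(K)-anti-GST donor, streptavidin-D2 acceptor, ex 340, em 617/671 nm / Read-out basis: percent loss of FRET ratio relative to control wells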
# Granule exo inh: lytic granule exocytosis inhibition. inhibition, % at 10 µM. AID 651702. 360,000 compounds, 0.66% hits. TALL-104 LAMP-1 surface exposure, flow cytometry; cells stimulated with thapsigargin and PMA;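 active = inhibition above about 55%, limit read from the data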
# Vif inh: blocks HIV Vif function | 340,000 compounds, 0.35% hits | HEK293T cells, Vif self-association by quenched fluorescence, imaging, 24 h | inhibition, % at 7.49 µM | AID 602346; in the data active = inhibition above about 50%, passing the limit was not always enough; also: some results filed as inactive read as strong as hits
# PDI turbidity: blocks human protein disulfide isomerase activity | PDI insulin aggregation turbidity, A650, 90 min | inhibition, % at 10 µM | 350,000 compounds, 0.052% hits | AID 588391;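 active = mean inhibition across replicates of 30% or more, whatever share of single replicates reach that level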;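 also: absorbance from insulin aggregation driven by PDI reduction with DTT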
# Target sequence (P07237 whole entry, looked up): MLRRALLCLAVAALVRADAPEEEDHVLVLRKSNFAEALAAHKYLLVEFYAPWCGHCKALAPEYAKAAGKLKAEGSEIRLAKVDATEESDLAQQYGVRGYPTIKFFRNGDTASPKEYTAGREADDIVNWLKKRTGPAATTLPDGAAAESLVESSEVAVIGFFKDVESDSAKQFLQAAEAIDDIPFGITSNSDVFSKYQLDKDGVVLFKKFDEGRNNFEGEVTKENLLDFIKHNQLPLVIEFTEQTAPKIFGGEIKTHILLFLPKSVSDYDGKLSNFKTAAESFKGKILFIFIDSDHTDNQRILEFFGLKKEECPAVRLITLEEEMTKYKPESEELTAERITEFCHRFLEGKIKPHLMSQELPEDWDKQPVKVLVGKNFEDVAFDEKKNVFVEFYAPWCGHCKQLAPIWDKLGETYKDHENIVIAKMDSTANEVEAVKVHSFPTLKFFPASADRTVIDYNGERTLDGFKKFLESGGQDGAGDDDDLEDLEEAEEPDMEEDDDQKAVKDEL
# Peg3 promoter: inhibitors of Peg3 promoter | HeLa PEG-Prom luciferase reporter, luminescence, overnight | inhibition, % at 20 µM | 360,000 compounds, 1.7% hits | AID 588405;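 active = inhibition of at least 50% at 20 µM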
# NR2E3 ag-2: human photoreceptor-specific nuclear receptor agonism. inhibition of corepressor binding, % at 3.98 µM. Q9Y5X4. 360,000 compounds, 0.35% hits. AID 602229. CHO-S Gal4-NCOR/VP16-NR2E3 two-hybrid, luciferase;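 active = inhibition above the mean of all tested compounds plus 3 SD, cut at about 70% in these data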;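 also: 0% = DMSO with NR2E3 transfected cells and 100% = cells lacking NR2E3 construct; higher means lower luciferase signal from less NR2E3 corepressor binding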
# CaV13 ICDI inh: Primary screen for inhibitors of IQ motif and Ca2+-dependent inactivation inhibitor domain binding in CACNA1D, Förster resonance energy transfer in living cells, …; inhibition, % at 12.3 µM; AID 743397; HEK cells, CFP/YFP FRET ICDI-IQ, plate reader, 10 min; percent FRET-ratio fall versus neutral wells; 340,000 compounds, 0.098% hits;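 active = mean replicate inhibition of at least 30% and at least 1% of replicates passing that level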;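 also: 0% = median of the neutral control wells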
# HIF-2a inh: HIF-2a inhibition; 786-0 RCC cells HIF-2a reporter, luciferase luminescence, overnight; inhibition, % at 18.8 µM; 360,000 compounds, 0.72% hits;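 active = inhibition of the luminescence signal of 40% or more relative to plate controls, in a single-dose primary screen at 18.75 µM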
# TRPM1 prom inh: inhibitors of MITF-driven TRPM1 promoter in melanoma cells. SK-MEL-5 TRPM1 promoter luciferase, 24 h. inhibition, % at 12.5 µM. 330,000 compounds, 0.83% hits. AID 488899;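 active = mean inhibition across replicates of 60% or more, whatever share of single replicates reaches that level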; also: values of inactives mirror those of a sister screen read the other way
# The depositor's hits bear a star; / = not tested or not shown.
Molecule	NR2E3 ag-1	hiPSC survival	Vif inh	NR2E3 ag-2	PDI turbidity	CaV13 ICDI inh	HIF-2a inh	Granule exo inh	Peg3 promoter	TRPM1 prom inh	aDG glyco act
COc1cc(/C=N/NC(=O)C(=O)NCc2cccnc2)ccc1O	-1.5	0.5	-7.8	12.7	16.1	-5.0	12.4	-5.0	0.2	-2.9	0.3
O=C(NNC(=O)c1ccccc1[N+](=O)[O-])c1ccco1	1.9	0.0	-3.5	3.0	-0.9	-6.2	5.9	-1.1	5.4	12.3	0.4
O=C(CN(C(=O)CNC(=O)c1cccs1)c1ccccc1F)NC1CCCCC1	0.2	0.0	2.8	-8.8	-0.8	-2.4	16.6	14.1	8.2	-2.4	0.1
CC1CC(C)CN(CC(O)COc2ccc3c(c2)CCC3)C1 (stereo not given)	-1.3	-1.1	-0.3	-19.0	-1.6	-1.8	11.1	-5.9	17.5	-11.5	0.0
C[C@H](CO)N1C[C@H](C)[C@H](CN(C)C)Oc2ccc(NS(=O)(=O)c3ccc(F)cc3)cc2CC1=O	/	-1.2	0.6	-4.0	0.7	-5.1	9.1	-4.8	-7.2	/	0.0
CC(C(=O)Nc1cccc(S(=O)(=O)N2CCOCC2)c1)N1CCN(C/C=C/c2ccccc2)CC1 (stereo not given)	2.1	-0.8	0.9	-24.8	13.5	-18.1	15.2	-1.7	14.0	8.1	0.1
CC(C(=O)Nc1ccc(N2CCOCC2)cc1)N1C(=O)c2ccccc2C1=O (stereo not given)	0.5	-1.8	-5.8	-21.6	-1.4	-8.7	-13.0	12.1	-8.8	-1.5	0.0
COCCCN(C(=O)CSCC(=O)Nc1cccc(C)c1)c1c(N)n(Cc2ccccc2)c(=O)[nH]c1=O	-2.2	-0.6	28.4	-29.4	1.7	-4.7	12.4	1.7	-3.6	0.8	0.1
CCOc1ccc(N(CC(=O)NC(C)(C)C)C(=O)c2ccco2)cc1	-1.6	-1.1	-4.6	18.2	7.3	-4.9	-5.2	-2.2	9.7	10.3	0.0
COc1ccc(-c2ccc(SCC(=O)NC3CCCC3)nn2)cc1	/	-2.3	4.4	0.2	-1.3	-11.8	-14.0	-3.6	-52.8	/	0.0
O=C(Cc1ccc(F)cc1)OCC(=O)c1cc2ccccc2o1	-4.1	-2.4	4.0	9.7	-6.3	/	10.0	6.5	3.7	6.8	-0.1
CC(=O)N1CCN(CC(=O)Nc2cc([N+](=O)[O-])ccc2Cl)CC1	-0.3	1.8	6.7	-8.3	-5.6	2.7	13.5	2.4	-6.7	-4.2	-0.1
Cc1c(NC(=O)c2ccco2)c(=O)n(-c2ccccc2)n1C	-0.3	-0.4	-3.3	-13.4	7.5	-5.3	13.8	0.9	7.2	6.0	0.0
COc1ccccc1NC(=O)NCc1ccc(C)n1C	0.0	-0.5	/	-11.3	-1.1	-20.7	9.2	-12.8	-22.8	6.5	-0.1
CCCCn1cnc2cc(NCc3cccc(OC)c3O)ccc21	-2.3	-1.7	12.7	-19.3	-2.3	-3.9	-10.7	-1.9	-79.4	-17.9	0.2
O=C(NCCc1ccc(Cl)cc1)C1CCCN(S(=O)(=O)c2cnc[nH]2)C1 (stereo not given)	1.1	-1.5	-8.7	-1.0	0.5	3.5	18.8	1.0	-11.0	0.4	0.8
N=C1C=CC=C2C1=NC1(CCCCC1)N2O	-10.0	-0.5	4.4	-23.0	2.6	/	-5.6	-0.4	5.8	8.5	-0.3
Cc1ccc(Oc2ccc(NC(=O)C3=CC=CN4CCS(=O)(=O)N=C34)cc2)cc1	-1.2	0.6	2.3	-6.9	6.9	-2.3	-38.7	-6.8	-19.9	-16.0	0.0
O=C(N/N=C1\CC(c2ccccc2)Oc2ccccc21)c1cccnc1 (stereo not given)	0.8	-0.3	6.5	-7.7	8.8	9.7	16.5	-0.9	23.5	5.7	0.1
CC(C)C[C@@H]1Cc2[nH][nH]c(=O)c2[C@H](C(C)C)O1	/	-0.5	/	-0.9	/	-6.8	7.1	2.8	/	/	0.0
CN1CCN(c2oc(COc3ccc(-c4ccccc4)cc3)nc2C#N)CC1	1.6	-2.8	-1.1	-13.5	-1.6	-6.6	-102.4	23.1	-5.1	-2.8	0.0
COc1ccc(Br)cc1C(=O)Nc1ccc(N2CCCC2)cc1	-1.6	-0.6	143.2*	-35.4	-4.5	0.5	6.5	3.3	-0.5	6.2	-0.2
COC(=O)c1ccc(Cc2ccc(C(=O)OC)o2)o1	0.5	-0.4	3.5	13.4	-5.0	-2.0	-0.3	4.6	3.5	-1.5	0.4
CC1CCN(S(=O)(=O)N2CCC(C(=O)NCCc3ccccc3)CC2)CC1	-1.4	0.3	-6.3	-11.1	0.5	-19.6	-0.4	-2.5	1.3	13.1	0.0
CCn1c(=O)cc(OCC(=O)N(C)c2ccccc2F)c2ccccc21	-1.3	-1.4	13.1	3.5	/	-0.9	-8.7	-1.5	-10.5	4.9	0.1
Cc1ccc([N+](=O)[O-])cc1S(=O)(=O)Nc1ccc(-c2ccc(N3CCCC3)nn2)cc1	-3.3	0.8	3.4	1.2	-10.3	-7.1	-37.2	-2.8	-29.2	-10.8	0.1
CN(Cc1nc2ccccc2s1)C(=O)c1ccc(F)cc1	-0.3	0.0	-0.8	18.9	13.6	-4.9	-76.6	-3.1	-35.4	-5.7	0.1
O=C(O)COc1ccc(/C=N/NC(=O)c2cccc3ccccc23)cc1	1.6	0.5	25.3	-20.0	2.9	-2.1	4.3	-2.2	3.3	2.6	0.2
O=C(CN1C(=O)C2C3C=CC(C3)C2C1=O)Nc1nc2ccccc2[nH]1 (stereo not given)	2.3	-2.4	27.4	-22.0	0.7	-5.0	-55.5	-3.1	-59.0	-18.2	-0.2
Cc1ccc(C)c(S(=O)(=O)NCc2ccc3c(c2)OCO3)c1	/	-0.7	-6.6	-18.8	-11.1	-1.0	8.6	-22.2	-61.0	/	0.1
O=C(CCCc1c[nH]c2ccccc12)Nc1ccc2ccccc2c1	-5.4	-1.4	-5.6	-0.6	-0.1	-19.4	-96.5	-4.8	-70.1	8.4	0.1
CN(CC(=O)Nc1cccc(F)c1)C(=O)c1ccc(N2CCCC2)c([N+](=O)[O-])c1	-4.1	-0.2	-5.5	63.1	-2.1	-6.1	-9.3	-2.8	8.8	4.3	0.4
COc1ccc(S(=O)(=O)N(CC(=O)NCc2ccco2)c2ccccc2OC)cc1	6.7	1.2	-4.0	-26.8	-11.6	-5.0	15.3	24.7	0.5	3.2	0.0
CCCCCCCC1CC(=O)C=C(C)C1C(=O)OCC (stereo not given)	1.3	-0.2	40.1	5.0	3.3	-4.7	13.7	-17.0	6.4	/	-0.1
CCCn1c(N)c(C(=O)CSc2nnc(-c3cccnc3)n2-c2ccc(C)cc2C)c(=O)[nH]c1=O	0.9	1.1	-9.0	15.3	-45.4	-2.8	3.5	-1.6	15.4	-10.4	0.5
CCC1CN(C(=O)NCc2ccc(C)cc2)c2ccccc2O1 (stereo not given)	/	-0.5	0.7	-5.4	1.5	-19.0	-0.8	4.5	1.0	10.1	0.0
CC1=Nn2c(nc(-c3ccccc3)c2-c2ccccc2)N(CC(N)=O)C(=O)C1	-1.5	1.4	17.1	-3.4	-8.9	-1.1	10.5	-1.6	9.8	-3.2	0.0
O=C(CCC(=O)N(CC(=O)NC1CCCCC1)c1ccc(F)cc1)Nc1nccs1	-0.1	-0.3	8.8	-19.1	7.1	-3.3	5.4	-8.4	6.8	-8.9	0.1
CCOC(=O)c1sc(N)c(C#N)c1CSc1nc2ccc(C)cc2[nH]1	2.5	0.3	/	3.2	0.5	-0.7	15.2	-7.1	18.6	9.5	-0.4
O=C(CCCC(=O)N(c1cccc(F)c1)C(C(=O)NC1CCCC1)c1ccc(O)cc1)Nc1ccccn1 (stereo not given)	0.7	-0.3	7.8	5.2	8.6	-7.2	9.0	0.5	28.1	15.7	0.0

# Records listed so far printed as active in Vif inh.
Molecule,NR2E3 ag-1,Vif inh,NR2E3 ag-2,PDI turbidity,CaV13 ICDI inh,HIF-2a inh,Granule exo inh,Peg3 promoter,TRPM1 prom inh,aDG glyco act
COc1ccc(Br)cc1C(=O)Nc1ccc(N2CCCC2)cc1,-1.6,143.2*,-35.4,-4.5,0.5,6.5,3.3,-0.5,6.2,-0.2

# Next section
Molecule	NR2E3 ag-1	hiPSC survival	Vif inh	NR2E3 ag-2	PDI turbidity	CaV13 ICDI inh	HIF-2a inh	Granule exo inh	Peg3 promoter	TRPM1 prom inh	aDG glyco act
CCCC(=O)NC(NC(=S)Nc1ccc(N=Nc2ccccc2)cc1)C(Cl)(Cl)Cl (stereo not given)	-1.9	-1.4	-6.2	-38.4	5.2	-4.1	-56.3	5.1	39.1	45.9	2.5
CCOc1ccc(/C=C/C(=O)NCc2ccccc2)cc1	-5.8	3.3	-1.0	-22.0	0.2	-5.7	-124.6	6.6	-63.0	-3.1	0.5
O=C(Nc1cccc(C(F)(F)F)c1)C1CCN(S(=O)(=O)c2cnc[nH]2)CC1	-1.7	-0.2	4.6	17.2	2.5	-4.1	22.4	4.5	24.6	4.5	0.6
CCOc1ccc(NC(=O)c2ccccc2NC(=O)CNC2CCCC(C)C2C)cc1 (stereo not given)	/	0.6	-2.2	4.1	11.4	-6.3	-6.3	2.2	24.4	16.4	0.6
COc1ccccc1C(=O)Nc1ccnn1C1CCN(CCC(C)c2ccc(C)o2)CC1 (stereo not given)	-0.8	0.1	4.4	-6.8	-3.8	-7.5	-19.8	2.4	3.1	1.6	0.1
O=C(CN1CCc2ccccc2C1)Nc1ccc(Br)cc1	1.7	-1.1	-20.0	-27.6	6.9	-3.5	-41.6	26.9	-26.5	1.7	0.1
COc1cc(C2c3c(oc4ccccc4c3=O)C(=O)N2Cc2ccco2)ccc1O (stereo not given)	-0.8	2.7	0.6	0.0	-19.9	-5.0	5.5	-2.3	5.2	-4.7	-0.5
COc1ccc(C)cc1NC(=O)C(OC(=O)c1ccc([N+](=O)[O-])o1)c1ccccc1 (stereo not given)	-1.8	-0.2	-10.3	-5.3	0.5	6.8	19.2	0.0	9.5	-3.2	-0.4
Cc1ccc(OCCC(=O)OCC(=O)N2CC(=O)Nc3ccccc32)cc1	0.9	-0.5	1.8	1.0	-4.0	-16.0	-3.1	-1.6	-14.9	3.4	0.1
c1nnc2c3c4c(sc3ncn12)CCC4	-1.4	2.6	-5.4	-10.5	9.5	-9.5	11.1	-4.0	4.2	5.5	0.1
CCOC(=O)c1[nH]cnc1C(=O)Nc1ccc(C)cc1	2.7	-0.6	-11.8	20.4	-3.7	2.6	-24.3	13.4	-10.3	-13.2	-0.2
COc1ccc(-c2nn(C)c(=O)c3ccccc23)cc1NC(=O)COc1ccccc1	1.1	2.5	-9.4	-41.7	-9.8	-4.6	15.2	42.9	25.9	25.3	0.3
